Source: PubChem BioAssay (National Center for Advancing Translational Sciences (NCATS))
TGFb inhibitor: qHTS for Inhibitors of TGF-b; HepG2 CAGA-GFP TGF-b/SMAD3 reporter, GFP fluorescence, 18 h; TGF-beta stimulated, 500 pg/mL final; Potency, µM (highest dose often 46.1 µM), inactives show top-dose activity, negative = inhibition, most hits filed as inhibitors; 410,000 tested, 1.2% active; also: potency is read from the fitted curve at half-maximal effect; % is scaled to controls: 0 for no effect and ±100 for the full control effect; nearly all actives have a fitted effect of over 65% in size
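Inhibition of TGF-beta-driven CAGA-GFP reporter expression in HEPG2 cells is measured by cellular GFP fluorescence after 18 h stimulation with 500 pg/mL recombinant TGF-beta in 1% FBS medium at 37 degrees C.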
HepG2 viability: qHTS for Inhibitors of TGF-b: Cytotox Counterscreen; Potency, µM (titrated, usually from 46.1 µM), without a hit: top-dose activity change, negative = cytotoxicity, usual class: cytotoxic; AID 588856, 2011; HepG2 CAGA-GFP viability, ATP luminescence, 18 h; 410,000 tested, 0.76% active; also: potency is read from the fitted curve at half-maximal effect; some results filed as inactive show a strong effect at the top dose
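HepG2 CAGA-GFP cells (1000/well, DMEM with 1% FBS) received compound, then TGF-beta at 500 pg/mL final, and were incubated 18 hours at 37 degrees C. Viability was read by CellTiter-Glo luminescence. Media-only wells were set as complete cell-killing and DMSO as no toxicity.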
EPAC2 agonist: qHTS for Agonist of cAMP-regulated guanine nucleotide exchange factor 4 (EPAC2): primary screen; Potency, µM (titrated, usually from 154 µM), inactives show at the highest dose activation, hits mostly activators; AID 720711, 2013; Rap guanine nucleotide exchange factor 4 (Homo sapiens), Q8WZA2; 360,000 tested, 0.079% active; EPAC2 activation, biochemical qHTS; response scale: 100% = 6.5 mM cAMP response; also: potency is read from the fitted curve at half-maximal effect; nearly all actives have a fitted effect of over 50% in size
Target sequence (Q8WZA2 whole entry, looked up): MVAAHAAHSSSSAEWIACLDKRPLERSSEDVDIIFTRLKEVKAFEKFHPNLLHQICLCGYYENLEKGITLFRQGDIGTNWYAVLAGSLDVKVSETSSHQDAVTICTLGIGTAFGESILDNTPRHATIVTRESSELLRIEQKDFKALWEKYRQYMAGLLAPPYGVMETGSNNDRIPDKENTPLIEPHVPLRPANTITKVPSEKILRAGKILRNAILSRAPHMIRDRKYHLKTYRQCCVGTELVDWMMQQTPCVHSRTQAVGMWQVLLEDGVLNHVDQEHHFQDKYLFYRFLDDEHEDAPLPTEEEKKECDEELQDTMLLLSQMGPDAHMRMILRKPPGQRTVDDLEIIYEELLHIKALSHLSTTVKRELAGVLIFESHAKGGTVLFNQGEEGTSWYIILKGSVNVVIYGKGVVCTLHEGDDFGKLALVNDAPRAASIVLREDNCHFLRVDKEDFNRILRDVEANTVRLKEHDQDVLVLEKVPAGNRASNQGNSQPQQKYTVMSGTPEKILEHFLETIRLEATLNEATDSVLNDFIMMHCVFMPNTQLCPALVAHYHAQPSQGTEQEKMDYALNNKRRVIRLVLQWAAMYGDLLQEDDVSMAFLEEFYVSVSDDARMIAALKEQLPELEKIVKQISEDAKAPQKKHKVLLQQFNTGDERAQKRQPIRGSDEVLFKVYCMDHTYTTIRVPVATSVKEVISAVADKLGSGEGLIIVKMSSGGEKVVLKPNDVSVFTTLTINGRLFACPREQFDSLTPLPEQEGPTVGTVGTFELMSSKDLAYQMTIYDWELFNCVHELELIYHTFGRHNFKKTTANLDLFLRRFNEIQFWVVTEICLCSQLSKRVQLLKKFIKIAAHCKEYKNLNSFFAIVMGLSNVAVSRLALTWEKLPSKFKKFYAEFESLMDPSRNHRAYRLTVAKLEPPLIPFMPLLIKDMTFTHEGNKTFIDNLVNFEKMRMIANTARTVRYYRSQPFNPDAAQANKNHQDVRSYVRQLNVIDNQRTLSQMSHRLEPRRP
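Fluorescence exchange assay: 100 nM EPAC2 with 250 nM RAP1B-BODIPY-GDP and 50 uM GDP; compounds tested as a concentration-titration series (qHTS). Loss of Rap1-bound BODIPY-GDP fluorescence read at 480/540 nm; data normalized to 6.5 mM cAMP.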
Nrf2 ARE act: qHTS of Nrf2 Activators | AREc32 ARE-luciferase reporter (MCF7-derived line), luminescence, 24 h | 410,000 tested, 0.31% active | Potency, µM (titrated, usually from 46.1 µM), for inactives: at the highest dose activation, hits mostly activators; also: potency is read from the fitted curve at half-maximal effect; % of control where 0% means no effect; nearly all actives have a fitted effect of over 65% in size
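AREc32 cells carrying an ARE-driven firefly luciferase reporter were seeded at 1000 cells/well in OPTI-MEM with 5% FBS, then exposed to compound for 24 hr at 37 deg C. Luminescence was read with Steady-Glo after 30 min at RT.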
IL2 activator: qHTS of IL-2 Activators. IL-2 activation reporter assay, cell-based qHTS; stimulated with anti-CD3/CD4/CD28 beads; in transgenic mouse T cells. activation, % (series mostly up to about 46 µM). 360,000 tested, 0.065% active. AID 652025, 2013; in the data active = activation above about 50%; inconclusive = mostly about 30% to 49%; also: 0% is about no effect
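Using fluorescent plate cytometry, EGFP and DsRed are detected in transgenic mouse T cells stimulated 18 h at 37 degrees C with antibody-coated beads after 60 min compound pretreatment.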
ATXN2 expr inh: Primary qHTS for Inhibitors of ATXN expression | HEK-293 ATXN2-luciferase reporter, luminescence, 24 h | Potency, µM (top dose mostly 57 µM), without a hit: at the top dose activity change, negative = inhibition, most hits filed as inhibitors | 360,000 tested, 0.72% active | AID 1745845, 2022; also: potency is read from the fitted curve at half-maximal effect; % is scaled to controls: 0 for no effect and ±100 for the full control effect; nearly all actives have a fitted effect of over 55% in size
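qHTS (up to 57 uM final) was run with 24 h compound exposure of reporter cells at 37 °C. Each well was multiplexed: SteadyGlo luminescence measured ATXN2-luciferase expression after a fluorogenic Gly-Phe-AFC viability readout (25 uM final).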
ATXN viability: Viability Counterscreen for Primary qHTS for Inhibitors of ATXN expression; S2 cells (HEK-293 line with an ATXN2-luciferase reporter) viability, CellTiter-Fluor protease fluorescence, 24 h; Potency, µM (titrated, usually from 56.7 µM), usual class: cytotoxic; 400,000 tested, 0.49% active; also: potency is read from the fitted curve at half-maximal effect; nearly all actives have a fitted effect of over 40% in size
A549 viability: Nrf2 qHTS screen for inhibitors: counterscreen for cytotoxicity. AID 504648, 2011. 390,000 tested, 0.16% active. A549 ARE-Fluc cells, CellTiter-Fluor viability, 18-24 h. Potency, µM (top dose mostly 46 µM), inactives show top-dose activity change, negative = cytotoxicity, actives largely listed as inhibitors; also: potency is read from the fitted curve at half-maximal effect; % is scaled to controls: 0 for no effect and ±100 for the full control effect
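A549 ARE-Fluc cells in 5% FBS OPTI-MEM, 5000 cells/well, rested 2 h then exposed to compounds in concentration-response for 18-24 h at 37 °C. Viability by CellTiter-Fluor fluorescence (Ex 405/Em 525) after 30 min; luciferase luminescence (BugLite, 15 min, RT) read afterwards.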
Nrf2 inh: Nrf2 qHTS screen for inhibitors. A549 ARE-Fluc reporter, luciferase luminescence, 18-24 h. Potency, µM (top dose mostly 46 µM), for the others: at the highest dose activity change, negative = inhibition, hits mostly inhibitors. 360,000 tested, 2.1% active. AID 504444, 2011; also: potency is read from the fitted curve at half-maximal effect; % is scaled to controls: 0 for no effect and ±100 for the full control effect; nearly all actives have a fitted effect of over 60% in size
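Two sequential reads on A549 ARE_Fluc cells exposed to compound for 18-24 h: a CellTiter-Fluor fluorescence read for viability, then a luciferase luminescence read for Nrf2/ARE activity.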
* hit, by the source's call; [ ] = another dose, or the depositor's remark. Unless noted, calls follow the shape of the dose curve; as a rule, active = well fitted curve in the direction sought with a large enough effect; inconclusive = small, poorly fitted or top-dose-only effect, or another doubt; inactive = no such curve, though single readings can be large; an effect the other way counts as inactive or inconclusive. Outcome played no part in choosing rows. About 4.3% of those tested had a hit in this group.

Results for COc1ccccc1-n1c(COc2ccccc2-c2ccccc2)nnc1SCC(=O)c1c(N)n(C)c(=O)n(C)c1=O ?
TGFb inhibitor: 1.7%; HepG2 viability: -8.3%; EPAC2 agonist: -1.1%; Nrf2 ARE act: -0.1%; IL2 activator: -2.2; ATXN2 expr inh: -7.1%; ATXN viability: inactive; A549 viability: 9.6%; Nrf2 inh: -12.6%

Results for COC(=O)[C@H](Cc1ccccc1)NC(=O)C1CCN(C(=O)[C@H](C)NS(=O)(=O)c2ccc(C)cc2)CC1 ?
TGFb inhibitor: 6.0%; HepG2 viability: -0.9%; EPAC2 agonist: 2.7%; Nrf2 ARE act: -0.3%; IL2 activator: 2.5; ATXN2 expr inh: inconclusive; ATXN viability: inconclusive; A549 viability: -5.1%; Nrf2 inh: 3.9%

Results for O=C(Cc1ccccc1)N/N=C/c1ccccn1 ?
TGFb inhibitor: 10.2%; HepG2 viability: -53.6%; EPAC2 agonist: 15.3%; Nrf2 ARE act: inconclusive; IL2 activator: -0.3; ATXN2 expr inh: 7.1%; ATXN viability: inactive; A549 viability: -3.0%; Nrf2 inh: 3.4%

What do the screens show for `CC(C)(C#CC(O)(c1ccccc1)c1ccccc1)N1CCCC1`?
TGFb inhibitor: 1.6%; HepG2 viability: -18.0%; EPAC2 agonist: 6.8%; Nrf2 ARE act: -0.6%; IL2 activator: 0.6; ATXN2 expr inh: -8.8%; ATXN viability: inactive; A549 viability: 0.0%; Nrf2 inh: 16.7%

How did CC(Sc1ccc(S(=O)(=O)N2CCOCC2)cc1[N+](=O)[O-])C(=O)O (configuration not stated) do in these assays?
TGFb inhibitor: 3.2%; HepG2 viability: 6.9%; EPAC2 agonist: 0.9%; Nrf2 ARE act: 0.3%; IL2 activator: -2.4; ATXN2 expr inh: -1.8%; ATXN viability: inactive; A549 viability: 2.5%; Nrf2 inh: -3.8%

Results for CCCOc1ccc(F)cc1-c1cc(C(=O)Nc2ccc(OC)cc2OC)[nH]n1 ?
TGFb inhibitor: inconclusive; HepG2 viability: -0.1%; EPAC2 agonist: 11.2%; Nrf2 ARE act: 0.7%; IL2 activator: -0.1; ATXN2 expr inh: 2.1%; ATXN viability: inactive

How did CCOc1ccc(C2/C(=C(/O)c3ccc(F)cc3)C(=O)C(=O)N2CCCN(C)C)cc1 (configuration not stated) do in these assays?
TGFb inhibitor: 3.0%; HepG2 viability: -15.5%; EPAC2 agonist: 0.3%; Nrf2 ARE act: -0.2%; IL2 activator: -0.7; ATXN2 expr inh: -2.5%; ATXN viability: inactive; A549 viability: -6.4%

How did Cc1cc(F)ccc1S(=O)(=O)N1CCCOC1CNC(=O)C(=O)NCCc1ccco1 (configuration not stated) do in these assays?
TGFb inhibitor: -0.6%; HepG2 viability: -24.3%; EPAC2 agonist: 2.0%; Nrf2 ARE act: 5.4%; IL2 activator: -2.9; ATXN viability: inactive

How did CC1(Cc2ccc(C(F)(F)F)o2)C(=O)Nc2ccc(-c3cccc(C(F)(F)F)c3)cc21 (configuration not stated) do in these assays?
TGFb inhibitor: 14.1µM*; HepG2 viability: 17.8µM*; EPAC2 agonist: -17.6%; Nrf2 ARE act: -4.1%; IL2 activator: -1.0; ATXN2 expr inh: inconclusive; ATXN viability: inactive

Results for CC(=O)c1cc2c(cc1NC(=O)c1c(C)nn(-c3ccc(C)cc3)c1-n1cccc1)OCO2 ?
TGFb inhibitor: -18.1%; HepG2 viability: -17.9%; Nrf2 ARE act: -0.2%; A549 viability: 11.0%; Nrf2 inh: 7.9%

What do the screens show for `CC(c1ccc(C(C)(C)C)cc1)S(=O)CC(O)CO` (configuration not stated)?
TGFb inhibitor: -9.6%; HepG2 viability: 4.6%; EPAC2 agonist: 1.9%; Nrf2 ARE act: 0.2%; IL2 activator: 2.5; ATXN2 expr inh: 7.2%; ATXN viability: inactive; A549 viability: -0.6%; Nrf2 inh: 1.7%

Results for OC[C@@H]1CN(Cc2cccc(C(F)(F)F)c2)C[C@H](n2cnc3c(NCc4ccc(F)cc4)ncnc32)O1 ?
TGFb inhibitor: inconclusive; HepG2 viability: -1.8%; EPAC2 agonist: -12.7%; Nrf2 ARE act: -0.9%[9.22 µM]; IL2 activator: -0.7; ATXN2 expr inh: inconclusive; ATXN viability: inconclusive

How did CCn1c(NC(=S)Nc2ccccc2)nc2ccccc21 do in these assays?
TGFb inhibitor: 0.0%; HepG2 viability: 19.4%; EPAC2 agonist: 8.3%; Nrf2 ARE act: 8.5%; IL2 activator: -2.6; ATXN2 expr inh: 20.4%; ATXN viability: inactive; A549 viability: -9.1%; Nrf2 inh: 2.4%

Results for COC(=O)CN1C(c2cccc(Cl)c2)=Nc2ccc(Cl)cc2C1c1ccccc1 (configuration not stated) ?
TGFb inhibitor: inconclusive; HepG2 viability: 5.7%; EPAC2 agonist: 15.6%; Nrf2 ARE act: 0.2%[9.22 µM]; IL2 activator: -0.4; ATXN2 expr inh: -3.6%; ATXN viability: inactive; A549 viability: 1.0%; Nrf2 inh: -1.7%

How did Cc1cc(NC(=O)CSc2nnc(COc3cccc(C)c3C)n2C)no1 do in these assays?
TGFb inhibitor: 17.7%; HepG2 viability: -26.6%; EPAC2 agonist: -1.9%; Nrf2 ARE act: -0.4%; IL2 activator: -1.5; ATXN2 expr inh: 1.4%; ATXN viability: inactive; A549 viability: 4.3%

How did CCOC(=O)c1c2ccc(OCC(=O)N/N=C/c3ccc(C)cc3)cc2n2ccccc12 do in these assays?
TGFb inhibitor: -3.3%; HepG2 viability: 0.3%; EPAC2 agonist: -10.6%; Nrf2 ARE act: 0.0%; IL2 activator: 0.7; ATXN2 expr inh: inconclusive; ATXN viability: inactive; A549 viability: 2.8%; Nrf2 inh: 14.9%

What do the screens show for `CCOC(=O)c1csc(NC(=O)c2ccc(S(=O)(=O)N(CC)CC)cc2)n1`?
TGFb inhibitor: 1.6%; HepG2 viability: -13.8%; EPAC2 agonist: -5.8%; Nrf2 ARE act: -0.1%; IL2 activator: 3.4; ATXN2 expr inh: -1.0%; ATXN viability: inactive; A549 viability: -20.5%; Nrf2 inh: inconclusive

What do the screens show for `COc1ccc(NC(=O)Cc2nnc(SCC(=O)Nc3cc(C)ccc3OC)n2C)cc1`?
TGFb inhibitor: -28.5%; HepG2 viability: 5.9%; EPAC2 agonist: 5.5%; Nrf2 ARE act: 2.6%; IL2 activator: -0.4; ATXN2 expr inh: 5.5%; ATXN viability: inactive; A549 viability: -0.4%; Nrf2 inh: 19.0%

What do the screens show for `Cc1cc(-c2nnc(SCC(=O)Nc3ccc(C(F)(F)F)cc3)n2C)no1`?
TGFb inhibitor: -4.3%; HepG2 viability: -4.7%; EPAC2 agonist: 4.7%; Nrf2 ARE act: 0.6%; IL2 activator: 0.8; ATXN viability: inconclusive; A549 viability: -14.3%; Nrf2 inh: 23.1µM*

How did CCOc1ccc(C(=O)OC(C)CN2CCCCC2)cc1 (configuration not stated) do in these assays?
TGFb inhibitor: 6.8%; HepG2 viability: -4.6%; EPAC2 agonist: 0.7%; Nrf2 ARE act: -0.2%[9.22 µM]; IL2 activator: -1.0; ATXN2 expr inh: -1.5%; ATXN viability: inconclusive; A549 viability: -1.1%; Nrf2 inh: 2.8%

What do the screens show for `CCn1c(=S)sc2c(=O)n(CC(=O)Nc3ccc(OC)c(Cl)c3)c(C)nc21`?
TGFb inhibitor: -6.0%; HepG2 viability: -32.0%; EPAC2 agonist: -5.4%; Nrf2 ARE act: 0.1%; IL2 activator: -2.8; ATXN2 expr inh: 1.2%; ATXN viability: inactive; A549 viability: -8.4%; Nrf2 inh: 1.5%

Results for O=C(Nc1ccc(Cl)c(S(=O)(=O)Nc2ccccc2Cl)c1)c1cccs1 ?
TGFb inhibitor: inconclusive; HepG2 viability: 2.9%; EPAC2 agonist: 3.5%; Nrf2 ARE act: 12.4%; IL2 activator: -1.0; ATXN2 expr inh: -22.6%; ATXN viability: inactive; A549 viability: -2.7%; Nrf2 inh: inconclusive

What do the screens show for `CCOC(=O)c1nnn(-c2nonc2N)c1-c1ccc(Cl)cc1`?
TGFb inhibitor: inconclusive; HepG2 viability: -25.6%; EPAC2 agonist: 13.9%; Nrf2 ARE act: 0.2%; IL2 activator: 0.0; ATXN2 expr inh: -6.5%; ATXN viability: inactive; A549 viability: 6.3%; Nrf2 inh: 0.0%

Results for CCN1CCN(c2c(Cl)cccc2NC(=O)c2ccco2)CC1 ?
TGFb inhibitor: 1.1%; HepG2 viability: -5.5%; EPAC2 agonist: 0.6%; Nrf2 ARE act: 0.3%; IL2 activator: 0.4; ATXN2 expr inh: -22.7%; ATXN viability: inactive; A549 viability: inconclusive

What do the screens show for `COc1cccc(/C=N/n2c(SC)nnc2-c2ccccc2)c1OC`?
TGFb inhibitor: -10.1%; HepG2 viability: -3.7%; EPAC2 agonist: 14.3%; Nrf2 ARE act: -0.2%; IL2 activator: 0.0; ATXN2 expr inh: 11.7%; ATXN viability: inactive; A549 viability: -2.2%; Nrf2 inh: 1.5%

How did NC(=O)c1ccc(C(F)(F)F)n(Cc2cccc(Cl)c2)c1=O do in these assays?
TGFb inhibitor: -25.4%; HepG2 viability: -49.4%; EPAC2 agonist: -18.6%; Nrf2 ARE act: -0.5%; IL2 activator: -1.9; ATXN2 expr inh: -24.6%; ATXN viability: inactive; A549 viability: 0.6%; Nrf2 inh: -13.1%
